CF NFkB inh: inhibitors of cystic fibrosis induced NF-kB; 0.86% of 360,000 active; KKLEB NF-kB-GFP reporter, PAF-induced, GFP fluorescence overnight; inhibition, % at 5 µM;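 active = at least 50% inhibition at 5 µM, scaled per plate between neutral and stimulator controls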;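 also: PAF is a Pseudomonas aeruginosa culture filtrate used as stimulus; plate controls were PAF-stimulated DMSO wells for no effect and unstimulated DMSO wells for full effect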
NR2E3 ag-1: activates human photoreceptor nuclear receptor NR2E3. GST-NR2E3/biotin-RetCOR TR-FRET, 1536-well. AID 2300. Q9Y5X4. inhibition of corepressor binding, % at 4.78 µM. 0.12% of 320,000 active;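 active = percent inhibition above the cutoff of mean plus 3 SD of all tested compounds, set per screening campaign, cut at about 20% in these data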;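 also: 0% = DMSO wells and 100% = biotin wells as full block of FRET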
Target sequence (Q9Y5X4 whole entry, looked up): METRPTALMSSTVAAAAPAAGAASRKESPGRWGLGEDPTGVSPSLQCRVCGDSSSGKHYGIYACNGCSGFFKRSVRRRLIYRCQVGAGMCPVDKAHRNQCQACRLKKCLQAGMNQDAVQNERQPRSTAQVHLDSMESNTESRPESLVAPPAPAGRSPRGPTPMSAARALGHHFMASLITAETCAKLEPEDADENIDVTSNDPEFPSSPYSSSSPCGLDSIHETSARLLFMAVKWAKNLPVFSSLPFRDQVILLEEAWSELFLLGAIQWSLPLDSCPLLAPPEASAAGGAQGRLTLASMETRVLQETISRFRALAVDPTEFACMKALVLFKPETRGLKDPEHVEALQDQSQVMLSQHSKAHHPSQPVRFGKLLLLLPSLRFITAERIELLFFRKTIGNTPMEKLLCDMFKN
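Material: NR2E3–RetCOR corepressor complex | Quantity: 1.35 nM GST-tagged NR2E3 final | Schedule: 5 h at 4 °C | Replication: Singlicate compound wells | Reagent: RetCOR corepressor, biotinylated, 7 nM | Controls: Biotin wells as high control, 0.6% DMSO wells as low control | Signal: TR-FRET, Eu(K)-anti-GST donor, streptavidin-D2 acceptor, ex 340, em 617/671 nm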
Peg3 prom inh: reduces Peg3 promoter-driven luciferase expression in HeLa. HeLa PEG-Prom luciferase reporter, luminescence, overnight. AID 588405. inhibition, % at 20 µM. 1.7% of 360,000 active;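 active = inhibition of at least 50% at 20 µM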
aDG glyco up: alpha-DG glycosylation activation; Pro5-aDG cells, alpha-DG glycosylation AlphaScreen (IIH6); 0% Pro5, 100% B10-LARGE cell signal; activation, % at 10 µM; 0.22% of 360,000 active; AID 624168;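 active = activation of at least 8% versus controls, or a plate z-score of at least 8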;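 also: Pro5 are CHO cells carrying HIG-tagged alpha-DG that lacks glycosylation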
Shn3 inh set2: Schnurri-3 reporter inhibition in Clone20 osteoblasts; Clone20 osteoblast Shn3 3'UTR firefly luciferase, 24 h; inhibition, % at 12.5 µM; AID 588674; 0.52% of 360,000 active;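 active = mean inhibition of at least 75% with every replicate also reaching 75%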;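 also: 0% = median of neutral control wells and 100% = pilot-screen positive control compound; some compounds past the cut are filed as inactive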
HIF-2a inh: inhibitors of HIF-2a | 0.72% of 360,000 active | 786-0 RCC cells HIF-2a reporter, luciferase luminescence, overnight | inhibition, % at 18.8 µM;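 active = inhibition of the luminescence signal of 40% or more relative to plate controls, in a single-dose primary screen at 18.75 µM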
NR2E3 ag-2: human photoreceptor-specific nuclear receptor agonism. Q9Y5X4. CHO-S Gal4-NCOR/VP16-NR2E3 two-hybrid, luciferase. inhibition of corepressor binding, % at 3.98 µM. 0.35% of 360,000 active. AID 602229;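 active = inhibition above the mean of all tested compounds plus 3 SD, cut at about 70% in these data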;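 also: 0% = DMSO with NR2E3 transfected cells and 100% = cells lacking NR2E3 construct; higher means lower luciferase signal from less NR2E3 corepressor binding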
TWEAK-Fn14 inh: TWEAK-Fn14 signaling inhibition | inhibition, % at 10 µM | TWEAK-stimulated Fn14 reporter cells, luciferase luminescence, 8 h | 2% of 360,000 active; in the data active = inhibition above about 50%
MITF TRPM1 inh: MITF TRPM1 promoter inhibition in SK-MEL-5 cells; SK-MEL-5 TRPM1 promoter luciferase, 24 h; inhibition, % at 12.5 µM; 0.83% of 330,000 active;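 active = mean inhibition across replicates of 60% or more, whatever share of single replicates reaches that level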; also: values of inactives mirror those of a sister screen read the other way
KKLEB tox: counter-screen for CF NF-kB inhibitors: cytotoxicity. KKLEB CF airway cells viability, ATPlite luminescence, overnight; stronger effect = lower value; cells stimulated with P. aeruginosa culture filtrate. 0.36% of 360,000 active. AID 602141. activity change (cytotoxicity), % at 5 µM;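 active = corrected activity change at or below -50% at 5 µM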
iPSC survival up: enhancers of human iPSC single-cell survival | survival enhancement, % at 20 µM | hiPSC single-cell survival, ATPlite luminescence; 100% = ROCK inhibitor wells, 0% = DMSO | 0.044% of 360,000 active; in the data active = survival enhancement above about 18%;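 also: cells exposed to compounds for 16 hours before the ATP read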
* marks the source's active call; other numbers are inactive results; · = not tested or not shown.

The line under a structure holds: Peg3 prom inh	Shn3 inh set2	NR2E3 ag-1	CF NFkB inh	KKLEB tox	aDG glyco up	HIF-2a inh	MITF TRPM1 inh	NR2E3 ag-2	iPSC survival up	TWEAK-Fn14 inh
1) COC(=O)c1ccc(-c2nc(-c3cccs3)no2)cc1
  5	50	1	0	-1	0.2	26	·	-67	-3.6	92*
2) CC(C)N(Cc1nc(-c2ccc(Cl)cc2)no1)C(=O)CCC1CCCC1
  11	13	-1	1	-6	0.0	-9	-10	9	-0.7	16
3) Cc1ccc(NC(=O)N2CCCC2C(=O)NCc2cccs2)cc1 (stereo not given)
  -7	1	3	-3	2	-0.4	11	-3	-5	-2.5	-5
4) CCc1nc2oc3cc(OC)ccc3c(=O)c2c(=O)n1-c1ccccc1
  11	-76	2	4	5	0.0	8	-43	-50	2.8	3
5) CCCCn1c(N)c(N(CCOC)C(=O)C(C)N2C(=O)c3ccccc3C2=O)c(=O)[nH]c1=O (stereo not given)
  8	-7	3	3	5	-0.3	1	5	-7	-0.4	-11
6) Cc1ccccc1NC(=O)c1ccc(NC(=O)C2CCCO2)cc1 (stereo not given)
  -54	-11	-1	-9	5	-0.1	-77	-20	-27	-0.3	26
7) CCOC(=O)c1[nH]c2cc3c(cc2c1NC(=O)CN1CCN(CCO)CC1)OCO3
  -11	-22	0	3	-2	0.1	-16	13	5	-0.3	-25
8) CN1CC(C(=O)O)Cc2c1ccc1ccccc21 (stereo not given)
  0	0	-5	-24	1	0.2	-1	29	-13	0.1	29
9) O=C1c2ccccc2C(=O)C1c1ccccn1
  -245	-98	-3	0	1	-0.1	-236	-57	-68	-0.4	9
10) CCn1c(=S)sc2c(=O)n(-c3ccccc3)c(SCC(=O)NCc3ccco3)nc21
  29	-23	-3	8	-4	0.0	33	23	-5	-0.9	-22
11) CCc1noc(C)c1C(=O)Nc1cccc2ncccc12
  19	-10	4	25	-22	-0.2	9	-8	-44	-0.4	0
12) O=C(c1cccc2ccccc12)N1CCCCC1
  10	-7	0	0	13	-0.1	20	3	-15	1.0	-10
13) COc1ccccc1CNC(=O)C(=O)NCCC1CCCCN1S(=O)(=O)c1ccc(C)cc1 (stereo not given)
  23	28	3	12	-15	-0.1	-1	10	3	0.4	-9
14) O=C(NCCN1CCC(n2c(=O)[nH]c3ccccc32)CC1)c1ccc(F)cc1
  ·	·	·	·	·	-0.1	9	·	-2	0.9	-15
15) c1ccc(C(c2ccccc2)c2noc(CN3CCN(C4CCCC4)CC3)n2)cc1
  13	6	2	4	-10	0.0	12	-2	-13	2.8	-6
16) O=C(Cn1c(=O)sc2ccccc21)NCc1ccccn1
  -125	-23	1	-14	13	-0.1	-160	-36	-39	1.4	-5
17) CCOC(=O)c1cccc(C2=CC(=O)C[C@H](c3ccc(OC)cc3)C2)c1
  -266	-55	3	24	-16	0.1	-261	-31	-20	1.6	-44
18) CCOc1ccc(-c2noc(-c3csc([C@@H]4C[C@H](O)[C@@H](CO)O4)n3)n2)cc1
  -166	-40	·	-1	4	-0.1	-172	·	-45	-0.2	-26
19) O=C(CCNS(=O)(=O)c1cccc2nonc12)NC1CCCc2ccccc21 (stereo not given)
  18	3	1	11	-8	0.0	7	10	-17	-0.3	-5
20) CCC1=C(OC(=O)N(CC)CC)N2C(=O)OC(=NCC(=O)OC)[C@]2(Cc2ccccc2)[C@H]2C1=CC[C@H]1C(=O)N(c3ccccc3)C(=O)[C@H]12
  -1	0	2	5	4	0.1	0	-6	-15	-1.4	0

An excerpt from above, limited to HIF-2a inh and TWEAK-Fn14 inh.
#	Molecule	HIF-2a inh	TWEAK-Fn14 inh
13	COc1ccccc1CNC(=O)C(=O)NCCC1CCCCN1S(=O)(=O)c1ccc(C)cc1 (stereo not given)	-1	-9
14	O=C(NCCN1CCC(n2c(=O)[nH]c3ccccc32)CC1)c1ccc(F)cc1	9	-15
15	c1ccc(C(c2ccccc2)c2noc(CN3CCN(C4CCCC4)CC3)n2)cc1	12	-6
16	O=C(Cn1c(=O)sc2ccccc21)NCc1ccccn1	-160	-5

Remaining list, next part:
The line under a structure holds: Peg3 prom inh	Shn3 inh set2	NR2E3 ag-1	CF NFkB inh	KKLEB tox	aDG glyco up	HIF-2a inh	MITF TRPM1 inh	NR2E3 ag-2	iPSC survival up	TWEAK-Fn14 inh
21) O=C(CCCCn1c(=O)[nH]c2ccsc2c1=O)NCc1cccnc1
  1	-13	0	7	-2	-0.2	24	2	-2	1.4	15
22) CC(=O)c1ccc(OCCCC(=O)OCC(=O)Nc2ccc3[nH]c(=O)[nH]c3c2)cc1
  -7	-8	-3	4	-10	0.3	3	-3	11	-0.4	-4
23) Cc1cc(=O)n2nc(N3CCCC(C(=O)NCc4cccc(Cl)c4)C3)sc2n1 (stereo not given)
  17	9	4	-12	6	-0.4	8	-11	-17	0.3	-9
24) CC1CCN(CCCCOc2ccccc2Br)CC1
  15	-6	-7	2	2	0.3	25	-1	-15	-3.0	-7
25) CCCCn1c(NCc2cccs2)nc2ccccc21
  2	-2	-1	-10	-6	0.4	16	-6	-14	0.0	-8
26) CCOC(=O)c1oc2ccccc2c1NC(=O)c1ccc(S(=O)(=O)N2CCCC2)cc1
  2	27	-1	9	-29	-0.2	7	6	-13	3.8	28
27) CC1CCN(S(=O)(=O)c2ccc3c(c2)C(=NO)c2cc(S(=O)(=O)N4CCC(C)CC4)ccc2-3)CC1
  100*	95*	0	83*	-5	-1.0	1	100*	-9	-3.0	-127
28) O=C(c1ccc(COc2c(F)c(F)cc(F)c2F)o1)N1CCN(c2ccc(Cl)cc2)CC1
  -2	23	3	7	-12	0.0	16	14	-31	3.3	4
29) O=C(CCn1c(=O)[nH]c2ccccc2c1=O)N1CC=C(c2ccccc2)CC1
  14	-8	4	5	-4	0.1	7	8	-4	0.4	-7
30) Nn1c(SCC(=O)NCCC2=CCCCC2)nnc1C(F)(F)F
  8	1	0	-9	-1	0.5	-12	4	0	0.2	3
31) COCCNC(=S)N/N=C/c1ccc(N2CCOCC2)cc1
  19	56	2	1	-1	1.5	-7	-2	2	-1.4	8
32) CCC(Sc1ccc2nnc(-c3ccc(F)cc3)n2n1)C(=O)O (stereo not given)
  0	13	4	15	5	-0.1	0	-1	-10	3.6	-3
33) CCS(=O)(=O)c1nnnn1-c1ccccc1S(C)(=O)=O
  58*	-36	1	29	1	1.2	21	48	19	0.5	27
34) CCc1nc2ccc(C(=O)N(C)CCN(C)C)cn2c1N(C)Cc1cc2ccccc2s1
  11	-1	·	13	-8	0.1	-12	·	8	-2.3	-11
35) O=C(c1ccc([N+](=O)[O-])cc1)N1CCN(Cc2ccccc2[N+](=O)[O-])CC1
  16	30	0	-2	2	0.2	10	4	7	0.7	11
36) CCCCS(=O)(=O)N1CCCC(C(=O)NCC2CCCO2)C1 (stereo not given)
  13	13	-3	-9	-11	0.1	17	-3	-44	0.1	-9
37) Cc1cc(NC(=O)CN2CCCC(C)C2)n(-c2nc3ccccc3s2)n1 (stereo not given)
  33	-2	·	16	-5	-0.1	15	1	0	-0.7	6
38) O=C(Cc1nnc(NC(=O)Nc2ccccc2F)s1)NCc1ccccc1
  -11	9	-3	-13	10	0.0	-11	·	-10	1.8	-17
39) Cc1c(C(=O)N2CCN(C/C=C/c3ccccc3)CC2)oc2c(F)cccc12
  12	7	4	-16	-2	0.1	4	7	-52	-1.6	-9
40) O=C(CN1C(=O)NC2(CCCCC2)C1=O)N1CCN(S(=O)(=O)/C=C/c2ccccc2)CC1
  -1	2	1	-11	6	0.2	6	9	4	0.0	10
41) Cc1cc(NC(=O)c2ccccc2)ccc1NC(=O)Cc1ccccc1
  -16	-7	3	6	-4	0.0	-31	5	-10	1.7	-1
42) O=C(NCCc1ccccn1)c1cc(-c2ccccc2Cl)nc2ccccc12
  17	6	-2	0	-6	0.0	9	13	2	-3.2	-20
43) CCOC(=O)c1sc2nc(C)nc(SCC(=O)NC(C)CCc3ccccc3)c2c1C (stereo not given)
  0	0	4	-2	-3	-0.4	5	7	3	2.5	-2
44) CSc1nc(NCCOCCO)c2sc3nc(-c4ccco4)c4c(c3c2n1)CCC4
  -11	14	1	1	1	-0.3	-1	-7	-24	-0.6	5

Profiles as entered above:
Results for O=C(c1ccc(COc2c(F)c(F)cc(F)c2F)o1)N1CCN(c2ccc(Cl)cc2)CC1 → Peg3 prom inh = -2; Shn3 inh set2 = 23; NR2E3 ag-1 = 3; CF NFkB inh = 7; KKLEB tox = -12; aDG glyco up = 0.0; HIF-2a inh = 16; MITF TRPM1 inh = 14; NR2E3 ag-2 = -31; iPSC survival up = 3.3; TWEAK-Fn14 inh = 4
Results for CCOC(=O)c1sc2nc(C)nc(SCC(=O)NC(C)CCc3ccccc3)c2c1C (stereo not given) → Peg3 prom inh = 0; Shn3 inh set2 = 0; NR2E3 ag-1 = 4; CF NFkB inh = -2; KKLEB tox = -3; aDG glyco up = -0.4; HIF-2a inh = 5; MITF TRPM1 inh = 7; NR2E3 ag-2 = 3; iPSC survival up = 2.5; TWEAK-Fn14 inh = -2

Assay outcomes from PubChem.
